Screening results deposited in PubChem BioAssay by several laboratories.
Efflux pump mplx = antifungal efflux pump inhibition, Nile Red retention; S. cerevisiae Candida pump triplex; inhibition, % at 10 µM; actives 0.44% (n = 330,000); AID 485275;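 active means plate passing quality check with inhibition over a set limit, or well fluorescence over plate mean plus 4 SD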;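 further: Nile Red retained in pooled yeast measured as flow cytometry median fluorescence; 0% = buffer negative control and 100% = Enniatin B positive control; higher means more Nile Red kept so more efflux inhibition; some compounds called inactive have numbers as strong as hits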
Fam108B counter = counter-screen for RBBP9 inhibitors: inhibitors of mouse Fam108B; recombinant Fam108B, FP-Rh probe fluorescence polarization; inhibition, % at 9.51 µM; actives 0.33% (n = 300,000); AID 1947;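 active means inhibition above the screen mean inhibition plus 3 SD, computed separately per campaign, cut at about 18% in these data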;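 further: inhibitors lower polarization as less probe binds the enzyme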
GLD-1 TGE inh = GLD-1-TGE RNA interaction inhibition (C. elegans). Q17339. purified GLD-1 + fluorescein TGE RNA, fluorescence polarization. inhibition, % at 5.96 µM. actives 0.44% (n = 320,000). AID 2280;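 active means percent inhibition above a per-plate cutoff, the plate mean of test compounds plus 3 SD, cut at about 30% in these data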;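 further: 0% = DMSO wells with GLD-1 and probe and 100% = wells lacking GLD-1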
Target sequence (Q17339 whole entry, looked up): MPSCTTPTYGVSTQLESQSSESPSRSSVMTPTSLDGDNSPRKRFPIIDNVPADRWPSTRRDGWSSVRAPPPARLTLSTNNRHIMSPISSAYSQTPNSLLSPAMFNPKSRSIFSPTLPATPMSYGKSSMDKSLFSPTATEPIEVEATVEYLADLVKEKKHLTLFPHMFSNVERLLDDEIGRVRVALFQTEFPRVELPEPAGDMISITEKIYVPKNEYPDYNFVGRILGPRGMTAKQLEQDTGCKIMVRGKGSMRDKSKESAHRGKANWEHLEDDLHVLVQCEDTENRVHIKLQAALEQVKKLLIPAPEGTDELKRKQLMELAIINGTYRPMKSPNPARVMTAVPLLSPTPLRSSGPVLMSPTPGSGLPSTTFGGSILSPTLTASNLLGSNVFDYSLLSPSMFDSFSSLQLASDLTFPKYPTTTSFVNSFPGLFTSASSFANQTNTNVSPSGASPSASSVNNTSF
BCLXL inh = inhibitors of human Bcl-xL; inhibition, % at 10.9 µM; Q07817; actives 0.7% (n = 320,000); GST-Bcl-xL / FITC-Bim BH3 peptide fluorescence polarization;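 active means inhibition above the mean of all tested compounds plus 3 SD, cutoff set per campaign, cut at about 30% in these data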;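 further: 0% = DMSO wells and 100% = unlabeled Bim-BH3 peptide competitor; inhibitors lower millipolarization by displacing the labeled peptide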
EBNA-1 inhibitor = blocks EBNA-1 binding to DNA. inhibition, % at 14.8 µM. AID 1950. actives 0.34% (n = 300,000). EBNA-1 DNA binding, fluorescence polarization; in the data active means inhibition above about 28%
ZTA counter = ZTA (EBV) inhibition in EBNA-1 counter-screen; actives 0.15% (n = 320,000); AID 2234; ZTA-DNA binding, fluorescence polarization; inhibition, % at 11 µM; P03206; in the data active means inhibition above about 33%
Target sequence (P03206 whole entry, looked up): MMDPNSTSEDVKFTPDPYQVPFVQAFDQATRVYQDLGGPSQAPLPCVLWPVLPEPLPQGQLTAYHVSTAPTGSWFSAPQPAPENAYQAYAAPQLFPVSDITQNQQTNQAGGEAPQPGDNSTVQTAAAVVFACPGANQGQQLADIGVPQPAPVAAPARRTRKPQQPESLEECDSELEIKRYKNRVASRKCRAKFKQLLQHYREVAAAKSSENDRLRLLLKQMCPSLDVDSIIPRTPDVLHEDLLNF
MCL1-BIM inh = MCL1-BIM-BH3 interaction inhibition (human); inhibition, % at 10.9 µM; GST-MCL1 / FITC-Bim-BH3 fluorescence polarization; actives 0.68% (n = 320,000); Q07820;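 active means inhibition above the mean inhibition of all tested compounds plus 3 SD, set per campaign, cut at about 40% in these data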;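 further: 0% = DMSO wells and 100% = unlabeled Bim-BH3 peptide control; higher means more loss of mP so more displacement of Bim peptide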
Target sequence (Q07820 whole entry, looked up): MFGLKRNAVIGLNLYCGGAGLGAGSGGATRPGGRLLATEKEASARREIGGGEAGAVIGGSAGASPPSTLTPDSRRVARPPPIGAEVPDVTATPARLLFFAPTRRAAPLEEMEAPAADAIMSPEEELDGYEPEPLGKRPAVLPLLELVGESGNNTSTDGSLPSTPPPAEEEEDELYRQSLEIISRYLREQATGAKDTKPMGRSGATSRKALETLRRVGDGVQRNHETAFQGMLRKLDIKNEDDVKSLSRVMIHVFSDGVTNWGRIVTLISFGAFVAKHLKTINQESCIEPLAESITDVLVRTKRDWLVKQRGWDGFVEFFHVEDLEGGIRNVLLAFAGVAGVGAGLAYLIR
CR mimetic SO = yeast age-related superoxide inhibition as caloric restriction mimetic; actives 0.18% (n = 330,000); superoxide response (% of plate mean), % at 10 µM; AID 2690; S. cerevisiae aged cells, superoxide DHE fluorescence; active compounds read low;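 active means superoxide response under a set limit, about three screen SD below normal, cut at about 65% in these data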;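 further: yeast aged for seven days with compound at 30 °C before DHE staining; 100% = average MFI of all compound-treated wells on the plate with controls excluded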
MEX-5 binding = C. elegans MEX-5 TCR-2 RNA binding activity. Q9XUB2. MEX-5/FITC-TCR2 RNA binding, fluorescence polarization; active compounds read low. activity score (negative = inhibition of binding), % at 10 µM. actives 0.38% (n = 300,000). AID 1832;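 active means inhibition past about -25% in most replicates, and total fluorescence under double the plate's negative control median, limit read from the data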;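 further: 0% = DMSO and -100% = 5 µM competing unlabeled TCR2 RNA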
An asterisk follows results filed as active; . = no result given.

SMILES	Efflux pump mplx	Fam108B counter	GLD-1 TGE inh	BCLXL inh	EBNA-1 inhibitor	ZTA counter	MCL1-BIM inh	CR mimetic SO	MEX-5 binding
O=C(CCc1nc2ccccc2c(=O)[nH]1)Nc1ccc(Cl)c(Cl)c1	0.0	-18.2	-4.0	4.7	18.0	4.0	0.7	97.4	2.0
O=C(CCCCCN1C(=O)c2ccccc2C1=O)Nc1ccccc1F	-0.1	-1.7	-4.7	-0.9	2.1	-5.6	-6.0	105.2	1.9
N#Cc1ccc(CSc2ncnc3c2cnn3Cc2ccccc2)cc1	0.1	-6.1	9.0	1.8	-3.1	7.4	4.6	103.0	1.0
CC1=NNC(=O)C1CC(=O)N/N=C/c1cccs1 (stereo not drawn)	-0.1	0.3	8.0	4.0	8.4	-1.4	8.7	82.4	-3.1
O=C(NCc1ccco1)C(c1cccnc1)N(C(=O)Cn1nnc2ccccc21)c1ccc(F)cc1 (stereo not drawn)	0.0	0.2	0.9	10.0	7.1	5.6	15.9	100.1	-0.4
CN(CCC#N)S(=O)(=O)c1ccc2c(c1)c(=O)n(C)c(=O)n2C	-0.1	1.6	-2.2	1.6	8.4	-4.5	-4.8	106.0	0.9
CCCCCCn1c(N(CC)CC)nc2c1c(=O)[nH]c(=O)n2C	0.0	-1.8	-7.8	-3.7	0.7	-0.6	4.3	98.8	2.7
NC(=O)c1nc(-c2ccco2)nc2c1[nH]c(=O)n2-c1ccc(Cl)c(Cl)c1	1.2*	-7.4	-2.3	-3.5	10.1	-1.3	5.7	100.6	-2.1
Cc1cc(C)c(S(=O)(=O)NCC2CCC(C(=O)NCc3ccccn3)CC2)c(C)c1 (stereo not drawn)	0.1	4.2	-1.5	1.0	-9.3	-13.4	-1.2	106.3	0.1
CC(C)c1ccc(-c2nn(-c3ccccc3)cc2C(=O)NCC2CCCO2)cc1 (stereo not drawn)	0.0	-3.8	8.8	7.1	6.5	-3.4	0.2	102.8	-0.9
CC(=O)c1cccc(NC2c3ncccc3C(=O)N2Cc2ccco2)c1 (stereo not drawn)	-0.1	3.0	9.2	5.3	-10.3	-6.0	11.6	103.4	-0.8
CC1CC(=O)c2cn3c(nc2C1)nc1ccccc13 (stereo not drawn)	0.0	2.2	6.6	2.9	12.6	12.8	2.4	116.0	.
Cc1cc(C)nc(SCc2cc(=O)c(OC(=O)c3ccc(S(=O)(=O)N(C)C)cc3)co2)n1	0.1	-0.5	2.4	-2.7	-6.4	0.4	-1.5	80.3	1.7
Fc1ccc(-c2nc3ccccc3c3nc4ccccc4n23)cc1	-0.4	-3.1	1.5	3.5	2.2	0.1	1.3	98.2	-0.4
CCCCn1c(SCC(=O)Nc2nnc(C)s2)nnc1-c1ccncc1	-0.2	0.0	-4.0	3.9	7.4	-0.1	-2.8	104.0	0.0
CCOC(=O)c1ccc(NC(=O)NCc2ccn(CC)n2)cc1	-0.1	3.9	-1.9	2.9	15.7	-5.1	-2.5	96.8	1.0
CC1CCN(c2ccccc2NC(=O)c2ccc(F)cc2)CC1	-0.2	-2.1	9.8	4.9	0.0	-7.6	2.4	111.2	1.6
Cc1nc(NC(N)=S)sc1C(=O)Nc1ccccc1	0.0	0.4	8.0	6.1	-1.2	13.9	5.1	106.0	-1.3
CNc1nc(-c2ccc(OC)cc2)c(-c2ccc(OC)cc2)s1	0.1	5.9	0.2	2.7	-2.7	2.5	2.6	83.4	3.8
O=C(N/N=C\c1cccc([N+](=O)[O-])c1O)C1COc2ccccc2O1 (stereo not drawn)	0.0	0.0	1.7	2.8	3.0	22.4	11.4	105.0	-1.2
COc1ccc(-c2nnc3sc(-c4ccccc4OC)nn23)cc1	0.4	-0.4	0.2	-8.3	-6.5	3.1	-7.2	116.0	-1.5
Cc1cc2nc(-c3cccnc3SCC(=O)NC3CC3)[nH]c2cc1C	0.0	-4.7	0.3	2.9	-0.6	-8.3	-2.3	104.8	-3.2
Cc1c(/C=N/NC(=O)c2cccnc2)c2ccccc2n1Cc1ccccc1	0.3	3.4	-1.8	-6.2	-7.0	-4.5	-14.6	103.5	-1.6
CC(=NCCCN(C)C)C1=C(O)c2ccccc2C1=O	-0.1	0.7	2.0	2.4	-1.1	-11.2	-3.5	96.0	-0.9
C1CCC2(CC1)C1=C(CCCC1)Nc1nnnn12	-0.2	4.3	-2.9	0.2	-4.2	-9.1	4.7	93.7	-1.1
NS(=O)(=O)CCCc1ccccc1	0.0	-3.1	0.3	7.8	2.2	-4.4	11.3	104.7	-0.5
CCCCn1c(=O)nc2n(-c3ccccc3)c3ccccc3cc-2c1=O	0.2	-2.6	6.4	10.9	-8.2	-6.5	11.0	80.6	-5.6
CCC(C)[C@@H](N)C(=O)N/N=C/c1cccc2nccnc12 (stereo partly drawn)	0.0	-0.1	5.0	9.2	-3.9	5.0	15.7	93.6	-40.7*
COc1ccc(CN(C(=O)c2ccc(C)cc2)c2cccc(N)c2)cc1	-0.1	6.0	3.2	-1.4	-6.6	-9.3	4.2	99.4	0.7
CCCC(=O)Nc1nnc(SCC(=O)Nc2nc(C)cs2)s1	-0.6	-14.4	-0.4	-0.3	1.3	16.8	-4.2	107.4	-1.6
Cc1cccc(NCC(=O)c2c(N)n(C)c(=O)n(C)c2=O)c1C	0.0	4.2	-0.7	8.4	-11.7	4.9	-1.0	78.8	-2.1
Cc1cc(=O)n2c(n1)NC(=NCc1ccccc1)NC2c1ccccc1 (stereo not drawn)	0.1	-2.5	3.3	-5.6	-3.4	-11.5	8.4	101.5	2.5
CCN(CC)S(=O)(=O)c1ccc(C(C)NC(=O)Cc2c[nH]c3ccccc23)cc1 (stereo not drawn)	0.1	-2.5	7.1	-10.5	1.3	-2.6	-18.1	78.8	-3.3
Cn1c(=O)c(=O)n(C)c2cc(S(=O)(=O)N3CCN(c4ccccc4F)CC3)ccc21	0.2	5.4	10.3	3.2	16.0	-3.0	0.2	96.0	-0.3
CCn1c(SCC(=O)N(C)CC(=O)Nc2cccc(OC)c2)nnc1-c1ccco1	-0.1	0.0	4.4	6.7	0.0	-6.9	8.4	99.9	0.7
C[C@@H](CC#N)CN1CC[C@H](C(C)(C)C)CCC1=O	0.0	-0.3	2.5	6.9	8.6	6.3	6.4	94.2	-0.2

Reformatted comma-delimited: entries from further up
Compound,Efflux pump mplx,Fam108B counter,GLD-1 TGE inh,BCLXL inh,EBNA-1 inhibitor,ZTA counter,MCL1-BIM inh,CR mimetic SO,MEX-5 binding
CCCC(=O)Nc1nnc(SCC(=O)Nc2nc(C)cs2)s1,-0.6,-14.4,-0.4,-0.3,1.3,16.8,-4.2,107.4,-1.6
Cc1cc(=O)n2c(n1)NC(=NCc1ccccc1)NC2c1ccccc1 (stereo not drawn),0.1,-2.5,3.3,-5.6,-3.4,-11.5,8.4,101.5,2.5
CCC(C)[C@@H](N)C(=O)N/N=C/c1cccc2nccnc12 (stereo partly drawn),0.0,-0.1,5.0,9.2,-3.9,5.0,15.7,93.6,-40.7*

(next part)
SMILES	Efflux pump mplx	Fam108B counter	GLD-1 TGE inh	BCLXL inh	EBNA-1 inhibitor	ZTA counter	MCL1-BIM inh	CR mimetic SO	MEX-5 binding
O=C(Nc1nncs1)c1cccc(S(=O)(=O)N2CCOCC2)c1	0.3	1.0	0.2	1.1	-7.8	-6.6	-2.9	99.2	1.7
O=C(CSc1ccccc1)Nc1ccc(S(=O)(=O)NCC2CCCO2)cc1 (stereo not drawn)	0.0	-0.2	3.5	7.3	3.5	-2.9	7.6	90.2	-1.2
O=S(=O)(CC(O)COc1ccccc1Cl)c1ccccc1 (stereo not drawn)	-0.3	-4.2	-2.3	5.2	6.2	-9.7	0.2	102.8	3.9
COC(=O)c1c(NC(=O)CN2CCN(c3ccccc3OC)CC2)c2cc(C)ccc2n1C	0.1	-4.7	-3.7	-11.4	-6.5	1.8	-23.6	97.0	-0.5
Cc1ccc(-c2noc(CSc3nnc(-c4ccccc4)n3C)n2)cc1	0.0	-4.3	-0.9	2.3	5.3	-0.1	-1.0	97.3	-0.9
CC(C)Cc1ccc(CN2CCCC(NC(=O)CCN3CCCO3)C2)cc1 (stereo not drawn)	0.2	-1.0	3.8	-0.4	6.9	7.8	-2.2	91.3	2.9
COc1ccc(Cl)cc1NC(=O)CSc1nnc(CNC(=O)c2cccs2)o1	0.0	-1.9	-4.2	-3.2	8.3	12.8	3.5	105.0	.
Cc1ccc(NC(=O)N2Cc3ccccc3CC2C(=O)NC(C)(C)C)cc1 (stereo not drawn)	0.0	-2.9	-2.2	-6.5	-5.0	-23.3	-3.5	108.0	-0.2
COC(=O)c1ccc(/C=N/NC(=O)CNc2cccc(C)c2)cc1	0.1	-3.9	0.3	-2.4	9.8	14.4	0.6	97.2	0.8
COc1ccc(S(N)(=O)=O)cc1C(=O)N1CCCC1	-0.1	1.1	0.2	3.9	2.3	4.8	4.8	95.7	2.0
O=C(c1ccc(Cl)cc1Cl)N1CCc2ccccc21	0.1	8.6	-12.1	1.4	-2.8	-5.1	0.5	97.6	0.7
Cc1ccc(C)c(NC(=S)N2CCC(NC(=O)c3ccc(F)cc3)CC2)c1	0.2	0.7	9.1	1.0	5.7	4.5	-2.5	97.4	-0.3
CC(=O)OC(C(=O)NC1CCCCC1)c1ccc(C#N)cc1 (stereo not drawn)	-0.1	1.6	9.1	7.1	5.4	-10.3	1.2	101.3	1.2
CCc1cccc(NC(=O)CN(C)S(=O)(=O)c2cccc3cccnc23)c1	0.0	-0.3	-5.5	7.9	6.2	-1.3	6.3	89.2	-1.1
O=C(Nc1cccc(C(=O)O)c1)/C(=C\C=C\c1ccccc1)NC(=O)c1ccccc1	-0.1	-4.3	9.1	2.1	2.2	14.0	-3.7	87.1	-0.8
COc1ccc(/C=N/NC(=O)CNC(=O)/C=C/c2ccccc2OC)cc1	-0.1	-2.9	-1.1	-4.1	-10.9	-3.1	-7.3	93.8	-0.2
CCCn1nnnc1SCC(=O)N1CCCC1	0.3	-0.2	7.1	3.6	-12.3	1.5	1.4	110.8	1.6
CCOC(=O)c1cc2c(ccn2C)n1CC(=O)N(Cc1ccccc1)c1ccc(F)cc1	-5.0	6.2	37.0*	8.8	8.8	-16.4	12.7	95.6	-0.5
COCCn1c(SC)nnc1-c1c[nH]c2ccccc12	0.0	-2.4	4.3	0.8	4.4	12.7	-0.5	93.6	0.6
Cc1ccc(S(=O)(=O)N2CCN=C2c2ccccc2)cc1C	0.0	-2.7	0.7	-5.2	-0.8	8.6	-5.2	92.5	.
Cn1c(=O)c2nc(-c3ccc(Cl)cc3Cl)oc2c2ccccc21	-0.2	-2.1	4.1	2.2	8.6	-5.1	-2.1	112.9	2.4
Cc1ccc(/C=C2\SC(=S)N(CCCC(=O)Nc3ccc(O)cc3)C2=O)cc1	0.0	9.3	-4.4	5.6	-3.6	-4.2	3.5	102.6	-1.7
O=C(Cn1cnc([N+](=O)[O-])c1)NC1CCCC1	0.2	-0.5	-1.3	4.3	4.2	-7.2	5.3	97.8	-3.0
Cc1ccccc1C1C(C#N)=C2N=C(N)c3ccccc3N2C2=C1C(=O)CCC2 (stereo not drawn)	-0.2	5.6	6.8	2.8	2.4	-6.1	1.2	112.4	-1.0
CC(C)N1CCN(c2ccc(OC[C@H]3CO[C@](Cn4cncn4)(c4ccc(Cl)cc4Cl)O3)cc2)CC1	0.0	-1.4	-0.5	5.7	0.2	9.2	12.2	104.3	.
S=c1[nH]nc(-c2ccc(Cl)cc2)n1CC1CCCO1 (stereo not drawn)	-0.1	-1.0	-4.9	-5.5	-8.0	-8.7	-16.6	96.0	-0.3
CCOc1cc(NC(=O)c2ccccn2)c(OCC)cc1NC(=O)c1cccc(C)c1	-0.1	2.6	4.0	7.0	5.2	2.9	13.3	97.4	1.3
